Compound activity: PubChem, Columbia University Molecular Screening Center
mHtt clearance – compounds clearing mutant huntingtin protein | 47,000 compounds, 0.42% hits | HeLa Exon1htt(103Q)mCFP, aggregate imaging; zero = plate's median compound well | inhibition, % at 1.5 µM;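 active = inhibition of aggregate fluorescence above about 70%, also judged a hit by eye on the cell image, limit read from the data, passing the limit was not always enough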;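 note: cells exposed to compound for three days before fixation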
mHtt clearance grain fraction – also measured in mHtt clearance; calls as there; fraction fluorescence in grains; measured here: aggregate grain fluorescence fraction; stronger effect = lower value;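 scaled fraction of total cell fluorescence in grains with unit not stated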
An asterisk follows results filed as active.

Start of the listing, in advance:
Values in the order: mHtt clearance | mHtt clearance grain fraction
- CCN=C1SC(CC(=O)Nc2sc(C)c(C)c2C(=O)OC)C(=O)N1CC (stereo unspecified)
    27 | 27
- Cc1ccc2nsnc2c1S(=O)(=O)NCc1cccnc1
    7 | 16
- COc1ccc(CCNc2oc(COc3ccccc3F)nc2C#N)cc1OC
    3 | 20

All compounds of this part (from the top)
Values in the order: mHtt clearance | mHtt clearance grain fraction
- CCN=C1SC(CC(=O)Nc2sc(C)c(C)c2C(=O)OC)C(=O)N1CC (stereo unspecified)
    27 | 27
- Cc1ccc2nsnc2c1S(=O)(=O)NCc1cccnc1
    7 | 16
- COc1ccc(CCNc2oc(COc3ccccc3F)nc2C#N)cc1OC
    3 | 20
- O=C(CSc1nnnn1-c1ccccc1Cl)Nc1ccc2c(c1)OCCO2
    32 | 23
- O=C(c1ccc2c(c1)OCO2)N1CCOCC1
    -3 | 22
- c1ccc(C2=Nn3c(nnc3-c3cccnc3)SC2)cc1
    -33 | 27
- O=C(Cc1ccccn1)Nc1ccccc1
    -29 | 26
- CC(C)C12CN3CC(C(C)C)(CN(C1)C3c1ccccc1O)C2=O (stereo unspecified)
    -58 | 54
- CC(=O)c1cc2c(cc1NC(=O)C1CC1)OCO2
    -6 | 23
- COC(=O)Cc1[nH]nc2c1C(c1c[nH]c3ccccc13)C(C#N)=C(N)O2 (stereo unspecified)
    1 | 22
- COc1cc2c(cc1OC)-c1nnc(C)n1C1(CCCC1)C2
    0 | 34
- CC(C(=O)NC1=NCCS1)N1C(=O)C2CC=CCC2C1=O (stereo unspecified)
    17 | 33
- Cc1nccn1CC(O)COc1ccccc1 (stereo unspecified)
    -36 | 25
- O=c1[nH]c(=S)c2c(n1-c1ccccc1)CCC2
    -28 | 26
- O=c1c2ccccc2nnn1CSc1nnc(-c2ccc3c(c2)OCO3)o1
    7 | 35
- CCC(C)c1ccc(O)c(NC(=O)c2ncn[nH]2)c1 (stereo unspecified)
    -25 | 23
- CC1CCCCN1S(=O)(=O)c1ccc2c(c1)oc(=O)n2CC(=O)O (stereo unspecified)
    4 | 37
- COc1ccc(C(=S)NC2CCCCC2)cc1
    -41 | 42
- Cc1ccc(CSc2ncnc3c2cnn3Cc2ccccc2)cc1C
    2 | 27
- O=C(O)CN(c1ccc2c(c1)OCCO2)S(=O)(=O)c1ccccc1
    54 | 9
- COc1ccc(-c2c(C(F)(F)F)oc3c(CN4CCN(C)CC4)c(O)ccc3c2=O)cc1
    -40 | 28
- O=C(C1CCN(S(=O)(=O)c2ccc(F)cc2)CC1)N1CCOCC1
    11 | 36
- CC(C)COCC1CC2(CC(C)C(=O)CC2=O)C(=O)O1 (stereo unspecified)
    -20 | 24
- Cc1cc(C)cc(CC2CC(=O)N(c3nc(C)cc(C)n3)C2=O)c1 (stereo unspecified)
    23 | 24
- CCN(CC)CC(O)COc1ccc2c(c1)c(C(C)=O)c(C)n2-c1ccccc1 (stereo unspecified)
    -6 | 21
- Cc1ccc(CNc2ccc(CNc3ncn[nH]3)cc2)cc1
    24 | 18
- N#CC1=C2SCN(Cc3ccccc3)CN2C(=O)CC1c1ccc2c(c1)OCO2 (stereo unspecified)
    49 | 9.9
- CN1/C(=C/C2CC(=O)N(c3ccc([N+](=O)[O-])cc3)C2=O)C(C)(C)c2ccccc21 (stereo unspecified)
    -6 | 34
- Cc1nn(CC(=O)NCc2ccccc2)c(=O)c2ccccc12
    37 | 21
- CCOC(=O)CNC(=O)Cn1cnc2c(nnn2-c2cccc(Cl)c2)c1=O
    -48 | 27
- O=C(CSc1nnc(-c2cccnc2)n1Cc1ccco1)c1ccccc1
    62 | 7.5
- CCn1c(SCc2nc3ccccc3[nH]2)nnc1-c1ccncc1
    56 | 9.1
- COc1ccc(N2CCN(c3oc(Cc4ccccc4)nc3C#N)CC2)cc1
    -24 | 50
- CC(NC(=O)Nc1ccc(Cl)cc1)C(c1cccs1)N1CCOCC1 (stereo unspecified)
    -35 | 63
- c1ccc(-n2ncc3c(NCc4ccco4)ncnc32)cc1
    4 | 18
- COCCCNC(=O)CCc1nc(-c2ccccc2Cl)no1
    -44 | 63
- Cc1ccc(/C=C(/C#N)c2nc(CCN3C(=O)c4ccccc4C3=O)cs2)cc1
    -29 | 50
- COc1ccc(CNc2nc(-c3cccnc3)nn2C(=O)c2ccco2)cc1
    -42 | 30
- CCC(=O)N1CCN(c2ccc(Cl)cc2NC(=O)c2ccc(N3CCCC3)c([N+](=O)[O-])c2)CC1
    45 | 20
- CNC(=O)c1ccc(N(Cc2ccccc2)S(C)(=O)=O)cc1
    -40 | 28
- O=C(OC(C(=O)NCC1CCCO1)c1ccc(F)cc1)c1ccco1 (stereo unspecified)
    7 | 17
- CC1CCN(C(=O)COC(=O)c2ccc(Br)o2)CC1
    24 | 16
- CC(C)Sc1nc(N2CCOCC2)c2c(c1C#N)CC(C)(C)N(C)C2
    19 | 23
- CC(CN1CCNCC1)(NS(=O)(=O)c1ccccc1)c1ccccc1 (stereo unspecified)
    23 | 29
- COc1ccc(C(=O)/C(C)=N/O)cc1OC
    -3 | 38

3 compounds drawn at random from those above:
Values in the order: mHtt clearance | mHtt clearance grain fraction
- CC1CCN(C(=O)COC(=O)c2ccc(Br)o2)CC1
    24 | 16
- COc1ccc(CNc2nc(-c3cccnc3)nn2C(=O)c2ccco2)cc1
    -42 | 30
- Cc1nn(CC(=O)NCc2ccccc2)c(=O)c2ccccc12
    37 | 21

(further entries)
Values in the order: mHtt clearance | mHtt clearance grain fraction
- Cc1cc(Cl)ccc1OC(C)c1nnc(N)s1 (stereo unspecified)
    -10 | 26
- CCC(CC)C(=O)Nc1cccc(-c2nc3ccccc3o2)c1
    -31 | 25
- CC(=O)N1CCC(N(C(=O)Nc2c(F)cccc2F)C(C)C)CC1
    -117 | 89
- CCOc1cc(C2CC(=O)NC3=C2C(=O)C(C(=O)OC)C(C)C3)cc(Cl)c1O (stereo unspecified)
    40 | 12
- CC(=O)Nc1ccc(OCC(O)Cn2cnc3ccccc32)cc1 (stereo unspecified)
    -10 | 44
- CC(C)N(CCCNC(=O)CC1Oc2ccccc2NC1=O)Cc1ccccc1 (stereo unspecified)
    -26 | 61
- CC(C)(C)c1ccc(CS(=O)(=O)CC2(O)CCN(C(=O)c3cccc(C(F)(F)F)c3)CC2)cc1
    -30 | 50
- CCc1cc2cc(C(=O)Nc3ccccc3F)sc2s1
    -83 | 35
- Cc1cc(C(=O)NCc2cc(C)n(C)n2)sc1-c1ccccc1
    20 | 16
- O=C(c1ccc(F)cc1)N1CCC(O)(c2cccnc2)CC1
    4 | 20
- c1cncc(-c2nc(-c3cccs3)cs2)c1
    6 | 35
- CCN(CCCNC(=O)CC(C(=O)N1CCc2ccccc21)n1ccnc1)c1cccc(C)c1 (stereo unspecified)
    -11 | 41
- Cc1cc(Oc2ccccc2)nc(-c2ccccc2O)n1
    7 | 39
- O=C(COc1cccc(-n2cnnn2)c1)NCCC1=CCCCC1
    15 | 34
- CCN(CCCNC(=O)C1CCN(S(=O)(=O)N2CCOCC2)CC1)c1cccc(C)c1
    -4 | 42
- FC(F)(F)c1cc(-c2ccco2)nc(NCc2cccs2)n1
    3 | 36
- Cn1c(C(=O)NCc2cccnc2)cc2sccc21
    6 | 17
- CCCCN(CCCNC(=O)C1CCN(S(=O)(=O)N2CCOCC2)CC1)c1ccccc1
    31 | 29
- COc1ccc(OCC#CCNC(C)(C)C)cc1
    6 | 22
- CCOC(=O)c1cc(C(=O)OCC)cc(-n2cc(O)c(C(=O)OCC)n2)c1
    -22 | 49
- O=C(NC1(C(F)(F)F)N=C2SCCN2C1=O)c1ccco1 (stereo unspecified)
    -21 | 49
- CCS(=O)(=O)N1CCCC(c2nc(-c3cccc(OC)c3)no2)C1 (stereo unspecified)
    29 | 13
- CCOc1cc(C(=O)Nc2ccccc2N2CCN(S(C)(=O)=O)CC2)cc(OCC)c1OCC
    23 | 15
- COc1ccccc1C1C(C(C)=O)=C(C)N=c2s/c(=C\c3cc(OC)c(OC)c(OC)c3)c(=O)n21 (stereo unspecified)
    -5 | 22
- CCCN(CCC)CCNC(=O)c1cc2c(C)nc3ccccc3c2o1
    23 | 16
- COc1ccc(-c2nc3ccc(N4CCCC4)cc3c(=O)[nH]2)cc1OC
    36 | 26
- CC(C)CNc1oc(-c2ccco2)nc1C#N
    8 | 15
- N#Cc1cc(-c2ccccc2)nnc1Sc1ccccc1
    -2 | 20
- COc1ccc(Cl)cc1NC(=O)CN(C(=O)c1ccco1)C1CCCCC1
    10 | 16
- N#CCCN1CCN(Cn2c3ccccc3c3ccccc32)CC1
    -23 | 48

Rewritten bar-delimited: 3 of the compounds above.
structure | mHtt clearance | mHtt clearance grain fraction
CCCN(CCC)CCNC(=O)c1cc2c(C)nc3ccccc3c2o1 | 23 | 16
COc1ccc(-c2nc3ccc(N4CCCC4)cc3c(=O)[nH]2)cc1OC | 36 | 26
CC(C)CNc1oc(-c2ccco2)nc1C#N | 8 | 15

More structures follow:
Values in the order: mHtt clearance | mHtt clearance grain fraction
- COCCNC(=O)NC(=O)COC(=O)Cc1ccc2c(c1)OCCO2
    -12 | 19
- CCOc1ccccc1N(CC(=O)NC(C)(C)C)C(=O)Cn1nnc(-c2ccc(C)o2)n1
    9 | 19
- CN(C)CCNC(=O)Cn1nc(C(F)F)cc1C1CC1
    7 | 19
- Cc1nc(-n2cc(F)c(=O)[nH]c2=O)c2nc(C)oc2n1
    2 | 34
- CC1(C)CC(=O)C(C=NC2CCCCC2)=C(O)C1
    -19 | 41
- CC(=O)Nc1ccc(S(=O)(=O)N2CCc3c(Cl)cccc3C2)cc1
    -30 | 58
- CCOC(=O)n1c(SCC(=O)N(CC)CC)nc2ccccc21
    -40 | 26
- CCn1nnnc1-c1ccc(OC)c(S(=O)(=O)NCc2ccccc2)c1
    -5 | 38
- COc1ccc(N2C(=O)CC(N3CCC(O)(c4ccc(Br)cc4)CC3)C2=O)cc1 (stereo unspecified)
    -45 | 58
- O=S(=O)(NCc1ccccc1)c1ccc(S(=O)(=O)N(Cc2ccccn2)Cc2ccco2)cc1
    -8 | 38
- C=CCOc1c(Br)cc(C2NC(=O)NC(C)=C2C(C)=O)cc1OCC (stereo unspecified)
    47 | 20
- COc1ccccc1CC1(C)NC(=O)N(CC(=O)N2CC(C)OC(C)C2)C1=O (stereo unspecified)
    -9 | 38
- CCO/C(C)=N/n1c2nc3ccccc3nc2c2c(=O)n(Cc3ccccc3Cl)c(C)nc21
    2 | 38
- COc1ccc(Oc2coc3cc(OC(=O)N4CCOCC4)ccc3c2=O)cc1
    40 | 9.7
- CCOc1ccc(N2C(=O)CC(N3CCN(C4CCc5ccccc5C4)CC3)C2=O)cc1 (stereo unspecified)
    -35 | 55

One compound at a time, from the list above.
Shown for Cc1nc(-n2cc(F)c(=O)[nH]c2=O)c2nc(C)oc2n1 : mHtt clearance = 2; mHtt clearance grain fraction = 34
Shown for C=CCOc1c(Br)cc(C2NC(=O)NC(C)=C2C(C)=O)cc1OCC (stereo unspecified) : mHtt clearance = 47; mHtt clearance grain fraction = 20
Shown for CCOC(=O)n1c(SCC(=O)N(CC)CC)nc2ccccc21 : mHtt clearance = -40; mHtt clearance grain fraction = 26

More entries follow:
Values in the order: mHtt clearance | mHtt clearance grain fraction
- Cc1ccc(C(=O)C2CCN(CC(=O)Nc3nc(C)cs3)CC2)cc1
    -30 | 44
- CCOC(=O)N1CCN(C2CC(=O)N(c3ccc(Oc4ccccc4)cc3)C2=O)CC1 (stereo unspecified)
    14 | 20
- CCCC(c1nnnn1Cc1ccccc1)N1CCC(C(N)=O)CC1 (stereo unspecified)
    22 | 27
- Cc1ccc2c(c1)cc(C)c1nnc(SCC(=O)NCc3ccco3)n12
    20 | 29
- Cc1cc(C)n(-c2nncn2/N=C/c2ccccc2F)n1
    43 | 22
- CC(C)=CCC/C(C)=C/CN(CC(C)O)CC(C)O (stereo unspecified)
    6 | 44
- Cc1cccc(CSc2nc3c(cc2C#N)CCC3)c1
    -69 | 31
- COCCNC(=O)c1ccc(CS(=O)(=O)c2ccc(C)cc2)o1
    -7 | 32
- CN(C)c1ccc(C2C3C(=O)NC(=O)C3ON2c2ccc(Cl)cc2)cc1 (stereo unspecified)
    16 | 42
- Cn1cc(SCC(=O)Nc2nccs2)c2ccccc21
    34 | 32
- CCn1c(SCC(=O)c2ccc(NS(=O)(=O)c3ccccc3)cc2)nnc1-c1cccs1
    47 | 11
- CC(=O)N1CCCc2cc(S(=O)(=O)N(C)CCC#N)ccc21
    -20 | 41
- CSCC[C@@H](C(=O)Nc1ccc2c(c1)OCCO2)N1Cc2ccccc2C1=O
    28 | 35
- O=C(Nc1cccnc1)c1ccc(COc2ccccc2Cl)o1
    -20 | 46
- CCC(=O)Nc1cc(C)c(NC(=O)C23CC4CC(CC(C4)C2)C3)cn1
    -32 | 24
- Nc1nnc(SCc2ccc(Cl)cc2)s1
    22 | 15
- CCOC(=O)c1c(C)c(C(=O)NCCCN2CCCC2=O)c(C)n1CC
    8 | 17
- COc1cccc(-c2cc(C(=O)Nc3cnn(Cc4ccc(F)cc4)c3)no2)c1
    8 | 17
- Cc1c(CCOC(=O)C2C3CC4CC(C3)CC2C4)sc[n+]1CC(=O)c1ccc(Br)cc1 (stereo unspecified)
    33 | 26
- CCOC(=O)c1cnc(-n2nc(C)cc2C)nc1NCc1ccc2c(c1)OCO2
    -40 | 54
- O=C(CN1CCOCC1)N1CCCc2c1c(=O)oc1ccc(OCc3ccccc3)cc21
    -42 | 26
- CCN1CCN(S(=O)(=O)c2cc(OC)ccc2OC)CC1
    10 | 16
- CCCCCCCCN1C(=O)C(O)=C(C(C)=O)C1c1ccccn1 (stereo unspecified)
    5 | 19
- O=S(=O)(Nc1ccc2c(c1)OCCO2)c1cccs1
    49 | 9.5
- CN(C)CC/C=C1/c2ccccc2Sc2c(O)cc(Cl)cc21
    -12 | 22
- Cc1ccc(-c2nc(N/N=C/c3cccc([N+](=O)[O-])c3)c3ccccc3n2)cc1
    -10 | 24
- Cn1nnnc1SCC(=O)N1CCCc2ccccc21
    20 | 14
- O=C1C=C(O)CC(c2ccco2)C1 (stereo unspecified)
    -27 | 25

The list is partial; rates above refer to the full screens.
